# Assay outcomes deposited in PubChem by National Center for Advancing Translational Sciences (NCATS).
# B2AR arrestin: recruits beta-arrestin to the human beta2-adrenergic receptor; Potency, µM (series often up to 46.1 µM), for the others: at the highest dose activation, most hits filed as activators; 0.02% of 330,000 active; beta-arrestin recruitment to beta2AR, cell-based reporter; P07550; AID 492947;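 further: potency means the concentration at half of the fitted maximal effect; 0% = DMSO controls and full agonism = EC100 isoproterenol or metaproterenol; nearly all actives have a fitted effect of over 65% in size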
# uPA generation: blocks generation of uPA at the cell surface; 0.31% of 330,000 active; cell surface uPA generation assay, qHTS; Potency, µM (highest dose often 38.3 µM), without a hit: at the highest dose activity change, negative = inhibition, usual class: inhibitors; active means well fitted inhibition curve with a large enough effect; inconclusive means small, poorly fitted or top-dose-only effect; inactive means no such curve, though single readings can be large or run the other way; tested in mouse RAW 264.7 cells; further: potency means the concentration at half of the fitted maximal effect; nearly all actives have a fitted effect of over 55% in size
# GALK inhibitor: blocks human galactokinase activity | P51570 | Purified GALK, Kinase-Glo residual ATP luminescence | Potency, µM (series often up to 57.5 µM), inactives show at the top dose activity change, negative = inhibition, hits mostly inhibitors | 0.007% of 270,000 active | AID 1868; further: potency means the concentration at half of the fitted maximal effect
# Target sequence (P51570 whole entry, looked up): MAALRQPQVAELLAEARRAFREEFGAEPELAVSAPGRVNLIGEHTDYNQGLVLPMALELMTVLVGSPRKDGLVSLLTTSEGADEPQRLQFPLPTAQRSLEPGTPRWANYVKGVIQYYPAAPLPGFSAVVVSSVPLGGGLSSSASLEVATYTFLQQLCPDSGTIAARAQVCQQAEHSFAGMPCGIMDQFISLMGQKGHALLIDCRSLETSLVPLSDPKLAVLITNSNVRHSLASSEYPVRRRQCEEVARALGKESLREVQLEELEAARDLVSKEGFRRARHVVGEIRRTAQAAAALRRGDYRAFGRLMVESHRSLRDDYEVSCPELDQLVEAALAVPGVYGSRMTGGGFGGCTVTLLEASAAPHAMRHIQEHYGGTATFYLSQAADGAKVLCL
#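 Compounds were pin-transferred into ATP buffer (35 uM final), then GALK plus galactose (5 nM, 100 uM final) was added. After 1 h at room temperature, Kinase-Glo Plus was added and luminescence read after 10 min.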
# USP2a block: inhibitors of human ubiquitin-specific protease USP2a; AID 463254; O75604; Potency, µM (highest dose often 38.3 µM), for the others: at the highest dose activity change, negative = inhibition, hits mostly inhibitors; 0.01% of 330,000 active; USP2 core, Ub-CHOP2 coupled fluorogenic reporter, 485/531;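 further: potency means the concentration at half of the fitted maximal effect; plate controls were DMSO wells for no effect and full inhibition by NEM control for full effect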
#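 USP2 core (10nM final) preincubated 30min RT with compound in 20mM Tris-HCl pH 8.0, 2mM CaCl2, 2mM beta-mercaptoethanol, 0.05% CHAPS; 25nM Ub-CHOP2 plus 25nM reporter substrate added, fluorescence (Ex485/Em531) read after 60min.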
# Eya2 inh: Eya2 (human) phosphatase inhibition. O00167. recombinant Eya2, OMFP fluorescence dephosphorylation (OMFP is methylfluorescein phosphate). Potency, µM (titrated, usually from 76.9 µM), for the others: at the highest dose activity, negative = inhibition, hits mostly inhibitors. 0.006% of 330,000 active; further: potency means the concentration at half of the fitted maximal effect
#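 Eya2 protein (added as 0.2 uM solution) was preincubated with compound for 10 min at ambient temperature in 50 mM HEPES pH 7.5, 50 mM NaCl, 5 uM MgCl2, 0.05% BSA, 1 mM DTT. OMFP (added at 50 uM) then reacted 10 min; fluorescence read at 485/525 nm.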
# BCR signal inh: blocks chronic active B-cell receptor signaling; ABC-DLBCL IkBa-CBG/CBR reporter, luminescence ratio, 4 h; Potency, µM (top dose mostly 46.1 µM), without a hit: at the top dose ratio change, negative = lower green/red ratio, most hits filed as inhibitors; 0.05% of 340,000 active; AID 493014; active means well fitted inhibition curve with a large enough effect in the signal ratio, with a control signal flat, not every such curve was filed as active; inconclusive means small, poorly fitted or top-dose-only effect, or effect the other way, or a change in a side signal; the % refers to the signal ratio;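 further: potency means the concentration at half of the fitted maximal effect; plate controls were basal doxycycline-induced cells for no effect and cells given 10 µM MG132 for full effect; MG132 reads +100%, hits lower the ratio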
#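 TMD8 ABC-DLBCL cells carrying doxycycline-inducible green luciferase fused to IkappaBalpha plus unfused red luciferase were exposed to compounds (up to 46 uM) for 4 hrs at 37C. Activity came from the overlap-corrected green/red luminescence ratio.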
# hERG WT inh: inhibitors of human wildtype KCNH2 potassium channel | U2OS, BacMam KCNH2, thallium flux FluxOr; hits give low values | activity change, % at 1.84 µM | 0.37% of 340,000 active | AID 720551;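 active means maximum activity change below -70%; inconclusive means maximum activity change between -70% and -50%; inactive means maximum activity change above -50%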
#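 U2OS cells transduced with wild-type KCNH2 virus are loaded with FluxOr dye for 45 min, and thallium flux is measured in kinetic reads before and after stimulation buffer. Rate constants are normalized to DMSO controls.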
# KCNH2 3.1 block: blocks the human KCNH2 3.1 channel isoform; 0.95% of 340,000 active; U2OS KCNH2 3.1, thallium flux FluxOr; hits give low values; activity change, % (tested at about 1.8 µM);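 active means maximum activity change below -70%; inconclusive means maximum activity change from -70% to -50%; inactive means maximum activity change above -50%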;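 further: thallium influx rate constant from kinetic fluorescence after stimulation buffer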
#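 Steps: virus added to U2OS suspension (4 h, RT, dark); medium with 10% FBS added, cells plated, 37 C overnight; FluxOr/Red40 loading buffer 45 min RT; stimulation buffer, 2 min kinetic read; rate constant normalized.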
# Giardia kill: Giardia lamblia killing. Giardia lamblia trophozoite viability. activity change, % at 7.66 µM, hits read low. 0.15% of 340,000 active; in the data active means activity change below about -80%; inconclusive means between about -30% and that limit;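 further: parasites exposed to compound for two days anaerobically before the ATP read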
#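 ATP-content bioluminescence gauges trophozoite survival. Cells (100/well) receive compound and incubate anaerobically for 48 hrs at 37 deg C; detection reagent follows for 15-30 min at room temperature.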
# FBPA coupling cs: inhibits coupling enzyme system, counter-screen for aldolase hits | coupling enzyme system counterscreen, AmpLite Red fluorescence | activity change, negative = inhibition, % at 58.2 µM, hits read low | 0.67% of 290,000 active | AID 2472; in the data active means activity change below about -30%
#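 Counterscreen lacking aldolase: glyceraldehyde-3-phosphate coupling-enzyme reagent preincubated 10 min at RT with compound (at 57.5 uM final), then substrate/coupling system with AmpLite Red added; fluorescence read at 525/598 nm after 20 min RT.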
# PKM2 activator: PKM2 (human) enzyme activation. P14618. purified PKM2, Kinase-Glo ATP luminescence, activation; response scale: 0% is enzyme alone, no compound. Potency, µM (highest dose often 57.5 µM), for inactives: at the top dose activation, actives largely listed as activators. 0.34% of 260,000 active; further: potency means the concentration at half of the fitted maximal effect; nearly all actives have a fitted effect of over 55% in size
# Target sequence (P14618 whole entry, looked up): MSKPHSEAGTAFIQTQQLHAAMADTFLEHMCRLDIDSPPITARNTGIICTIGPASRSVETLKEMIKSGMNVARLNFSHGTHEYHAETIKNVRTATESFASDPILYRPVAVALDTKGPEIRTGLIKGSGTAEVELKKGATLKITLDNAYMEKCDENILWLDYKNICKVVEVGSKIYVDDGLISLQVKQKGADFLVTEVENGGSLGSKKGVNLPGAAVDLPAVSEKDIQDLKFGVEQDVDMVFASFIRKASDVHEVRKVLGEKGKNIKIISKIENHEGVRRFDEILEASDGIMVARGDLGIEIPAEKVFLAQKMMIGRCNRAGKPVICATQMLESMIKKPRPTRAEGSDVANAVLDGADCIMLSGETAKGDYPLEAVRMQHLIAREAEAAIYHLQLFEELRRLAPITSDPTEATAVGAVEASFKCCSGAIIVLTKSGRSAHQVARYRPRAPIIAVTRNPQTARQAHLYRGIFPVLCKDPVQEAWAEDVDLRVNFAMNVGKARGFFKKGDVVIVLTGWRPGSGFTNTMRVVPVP
#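 ATP formation by purified human PK-M2, quantified via coupled luciferase luminescence after 1 h at room temperature with 0.1 mM ADP and 0.5 mM PEP final.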
# Starred values were filed as active, the others as inactive; ? = inconclusive; nt = no result given; [ ] = dose if it differs, or a comment. Unless noted, the call rests on the fitted dose curve; in most records, active means well fitted curve in the direction sought with a large enough effect; inconclusive means small, poorly fitted or top-dose-only effect, or another doubt; inactive means no such curve, though single readings can be large; an effect the other way counts as inactive or inconclusive. Unless noted, on the % scale 0 is the no-effect control and ±100 the full control effect.
SMILES	B2AR arrestin	uPA generation	GALK inhibitor	USP2a block	Eya2 inh	BCR signal inh	hERG WT inh	KCNH2 3.1 block	Giardia kill	FBPA coupling cs	PKM2 activator
CCOC(=O)C1CCCN(c2c(N3CCN(C4CCCCC4)CC3)c(=O)c2=O)C1 (stereo not given)	0.0%	0%	1%	1%	-5%	-26%	15	-13	-12	-1	-18%
O=c1cc(CN2CCN(c3ccccc3)CC2)nc2scc(-c3ccccc3)n12	3.8%	3%	5%	-4%	-8%	-3%	9	-2	-2	-17	2%
COc1ccc(C(C)(C)C)cc1NC(=O)CCN1C(=O)C2CCCCC2C1=O (stereo not given)	0.0%	7%	nt	0%	-10%	0%	-5	-11	-21	nt	nt
C/C(=N\NC(=O)CSCc1ccc(Cl)cc1)c1ccc(NC(=O)c2ccccc2)cc1	0.1%	-1%	1%	1%	11%	?	-9	-19	0	1	2%
Cn1cccc1Cc1nnc(SCC(=O)NCC2CCCO2)n1-c1ccc(F)cc1 (stereo not given)	-0.1%	1%	1%	1%	17%	-1%	-4	-4	-16	3	5%
COc1ccc(/C=C/C(=O)NC(=S)NCC2CCCO2)cc1 (stereo not given)	0.4%	0%	-3%	9%	-15%	?	10	1	16	0	4%
Cc1cc(C)cc(Nc2nc3ccccc3c(=O)[nH]2)c1	-0.2%	2%	5%	1%	-2%	2%	-4	-22	13	2	2%
COC(=O)c1[nH]c2c(c1C)C(=O)CC(c1cccs1)C2 (stereo not given)	-0.4%	-15%	0%	0%	-22%	?	-6	-1	?	0	5%

# Next structures:
SMILES	B2AR arrestin	uPA generation	GALK inhibitor	USP2a block	Eya2 inh	BCR signal inh	hERG WT inh	KCNH2 3.1 block	Giardia kill	FBPA coupling cs	PKM2 activator
CCCS(=O)(=O)N1CCC(C(=O)NCc2ccccc2Cl)CC1	-0.4%	4%	0%	7%	-19%	2%	0	2	3	-1	-7%
COc1ccc(OC)c(NC(=O)c2ccc(CSc3nnc(C)s3)cc2)c1	-0.4%	3%	-1%	2%	-2%	1%	0	-14	-5	0	-3%
Cc1ccc(NC(=O)CSc2n[nH]c(C)c2[N+](=O)[O-])cc1C	-0.8%	16%	-3%	1%	-9%	11%	-1	2	-23	2	-10%
COCc1nc2oc3ccc(F)cc3c(=O)c2cc1C(=O)OC	-1.1%	-5%	-2%	-1%	16%	?	3	15	6	-2	nt
O=C(COC(=O)c1ccc(F)c(S(=O)(=O)N2CCOCC2)c1)Nc1ccc2[nH]c(=O)[nH]c2c1	0.4%	-15%	nt	0%	0%	?	1	-1	-14	nt	nt
COc1cccc(N2CCN(C(=O)CCC(=O)N3CCOc4ccc(C)cc43)CC2)c1	0.2%	13%	nt	2%	-8%	?	-1	19	-15	0	4%
COc1ccc(C(=O)c2ccc(N(C)C)cc2)c(OC)c1	0.4%	nt	-2%	1%	12%	?	-6	-7	-4	1	-3%
Nc1cc(=O)[nH]c(SCC(=O)Nc2cc(S(=O)(=O)N3CCCCC3)ccc2Cl)n1	0.1%	13%	nt	-5%	-5%	-1%	2	-11	9	nt	nt

# Other results:
SMILES	B2AR arrestin	uPA generation	GALK inhibitor	USP2a block	Eya2 inh	BCR signal inh	hERG WT inh	KCNH2 3.1 block	Giardia kill	FBPA coupling cs	PKM2 activator
Cc1ccc(C(C)n2cc(C(=O)NCc3ccccn3)nn2)cc1 (stereo not given)	0.3%	-1%	6%	1%	12%	0%	-15	24	-11	1	nt
CC(c1ccccc1F)n1cc(C(=O)NCCc2ccco2)nn1 (stereo not given)	0.1%	-7%	3%	0%	-10%	8%	3	29	-5	0	12%
CCOC(=O)c1csc(NC(=O)CSc2nnnn2-c2ccc(OC)cc2)n1	0.2%	3%	0%	0%	8%	6%	1	-3	-4	2	-1%
CCCCc1ccc(NC(=O)CSc2nc3ncccc3[nH]2)cc1	0.8%	0%	6%	-1%	10%	0%	-4	2	-21	-1	2%[0.46 µM]
CC1CCCN(C(=O)Cn2c(=O)oc3cc(S(=O)(=O)N4CCCCC4)ccc32)C1 (stereo not given)	-0.3%	3%	nt	1%	0%	7%	-1	16	-25	-4	-3%
CC(C)COC(=O)c1cc(=O)[nH]c2ccccc12	0.0%	-2%	1%	2%	7%	?	-6	15	9	1	-1%
CCCOc1cccc(C(=O)Nc2ccc3c(c2)OCCO3)c1	-0.2%	10µM*	-4%	4%	-2%	?	-1	-15	?	-1	2%[11.5 µM]
Cc1cccn2c(=O)c(C=Nc3ccccc3)c(NCc3ccco3)nc12	-0.2%	5%	0%	0%	-1%	-4%	-7	-1	-6	-9	2%

# Following part:
SMILES	B2AR arrestin	uPA generation	GALK inhibitor	USP2a block	Eya2 inh	BCR signal inh	hERG WT inh	KCNH2 3.1 block	Giardia kill	FBPA coupling cs	PKM2 activator
CCC(=O)N(C1=C(NC(C)C)C(=O)c2ccccc2C1=O)C(C)C	-0.9%	9%	-1%	7%	7%	?	-6	6	-3	-34*	-1%
CC(=O)Nc1ccc(S(=O)(=O)N2CCSC2C(=O)O)cc1 (stereo not given)	0.1%	7%	1%	0%	25%	7%	-4	2	-4	2	-11%
O=C(CCc1nc2ccccc2c(=O)[nH]1)Nc1nnc(SCc2ccccc2F)s1	-0.2%	1%	nt	0%	-16%	?	-2	8	11	nt	nt
COc1nc(C)ccc1-c1noc(-c2ccco2)n1	0.1%	-30%	3%	0%	-11%	9%	-1	-13	5	0	-12%
O=C(CNS(=O)(=O)c1ccc(Br)cc1)NCc1cccnc1	-0.2%	-1%	3%	1%	6%	0%	2	nt	16	nt	0%
O=C(COc1ccc(-c2nnco2)cc1)N1CCN(S(=O)(=O)c2ccc3ccccc3c2)CC1	-0.5%	0%	0%	-4%	-4%	-3%	3	-3	-12	1	7.1µM*
CC12CCC(C(=O)Nc3ccncc3)(CC1O)C2(C)C (stereo not given)	-0.7%	6%	6%	0%	-3%	1%	-5	36	-1	1	-4%
O=C(OCC(=O)N1CCOCC1)c1ccc2ccccc2c1	0.2%	-6%	nt	1%	-2%	?	-4	9	-9	nt	nt

# Compound profiles, from the list above. Order of values: B2AR arrestin, uPA generation, GALK inhibitor, USP2a block, Eya2 inh, BCR signal inh, hERG WT inh, KCNH2 3.1 block, Giardia kill, FBPA coupling cs, PKM2 activator
# O=C(COc1ccc(-c2nnco2)cc1)N1CCN(S(=O)(=O)c2ccc3ccccc3c2)CC1 reads -0.5%, 0%, 0%, -4%, -4%, -3%, 3, -3, -12, 1, 7.1µM*
# O=C(CCc1nc2ccccc2c(=O)[nH]1)Nc1nnc(SCc2ccccc2F)s1 reads -0.2%, 1%, nt, 0%, -16%, ?, -2, 8, 11, nt, nt
# CCC(=O)N(C1=C(NC(C)C)C(=O)c2ccccc2C1=O)C(C)C reads -0.9%, 9%, -1%, 7%, 7%, ?, -6, 6, -3, -34*, -1%
# CC12CCC(C(=O)Nc3ccncc3)(CC1O)C2(C)C (stereo not given) reads -0.7%, 6%, 6%, 0%, -3%, 1%, -5, 36, -1, 1, -4%
# O=C(CNS(=O)(=O)c1ccc(Br)cc1)NCc1cccnc1 reads -0.2%, -1%, 3%, 1%, 6%, 0%, 2, nt, 16, nt, 0%

# Other compounds.
SMILES	B2AR arrestin	uPA generation	GALK inhibitor	USP2a block	Eya2 inh	BCR signal inh	hERG WT inh	KCNH2 3.1 block	Giardia kill	FBPA coupling cs	PKM2 activator
CC1=Nn2c(nnc2-c2ccco2)SC1	-0.5%	4%	0%	0%	0%	4%	-1	6	3	-2	4%
Cc1occc1C(=O)NNC(=O)c1ccccc1[N+](=O)[O-]	2.5%	-5%	5%	2%	-11%	-3%	1	3	16	nt	-2%
CCCCn1c(N)c(N(CC)C(=O)c2cc3c(s2)CCCCC3)c(=O)[nH]c1=O	0.1%	6%	nt	1%	4%	-1%	-3	12	-9	nt	nt
Cn1c(N)c(C(=O)COC(=O)CNC(=O)c2ccccc2Cl)c(=O)n(C)c1=O	-0.2%	9%	nt	-1%	-2%	6%	2	-16	17	nt	nt
O=C(/C=C/c1ccccc1)NCCc1nc2ccccc2[nH]1	-0.3%	3%	4%	2%	-9%	-13%	8	3	5	2	-1%
COc1ccc(CCN2CNc3c(c(=O)n(C)c(=O)n3C)C2)cc1OC	0.1%	4%	-1%	4%	-2%	1%	3	16	-23	-8	1%
CCN(CC)S(=O)(=O)c1ccc(N2CCCC2)c(C(=O)OCC(=O)/C(C#N)=C(\C)N)c1	0.1%	-1%	-1%	0%	-24%	1%	-12	14	-7	2	2%
COC(=O)c1c(-c2c(Cl)cccc2Cl)noc1C(=O)NN	0.0%	18%	-1%	-5%	-24%	-23%	-6	6	-17	-3	-6%
